From PubChem BioAssay
IDE act: human IDE activators in live cells, primary screen, fluorescence polarization, HEK cells, FAbeta-B substrate. FAbeta-B cleavage; 0% vehicle, 100% cell-free pure enzyme wells. activation, % at 5.96 µM. actives 0.073% (n = 340,000). AID 493087, 2011;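 active = activation above the mean of all tested compounds plus 3 SD, set per screening campaign, cut at about 17% in these data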
Target sequence (P14735 whole entry, looked up): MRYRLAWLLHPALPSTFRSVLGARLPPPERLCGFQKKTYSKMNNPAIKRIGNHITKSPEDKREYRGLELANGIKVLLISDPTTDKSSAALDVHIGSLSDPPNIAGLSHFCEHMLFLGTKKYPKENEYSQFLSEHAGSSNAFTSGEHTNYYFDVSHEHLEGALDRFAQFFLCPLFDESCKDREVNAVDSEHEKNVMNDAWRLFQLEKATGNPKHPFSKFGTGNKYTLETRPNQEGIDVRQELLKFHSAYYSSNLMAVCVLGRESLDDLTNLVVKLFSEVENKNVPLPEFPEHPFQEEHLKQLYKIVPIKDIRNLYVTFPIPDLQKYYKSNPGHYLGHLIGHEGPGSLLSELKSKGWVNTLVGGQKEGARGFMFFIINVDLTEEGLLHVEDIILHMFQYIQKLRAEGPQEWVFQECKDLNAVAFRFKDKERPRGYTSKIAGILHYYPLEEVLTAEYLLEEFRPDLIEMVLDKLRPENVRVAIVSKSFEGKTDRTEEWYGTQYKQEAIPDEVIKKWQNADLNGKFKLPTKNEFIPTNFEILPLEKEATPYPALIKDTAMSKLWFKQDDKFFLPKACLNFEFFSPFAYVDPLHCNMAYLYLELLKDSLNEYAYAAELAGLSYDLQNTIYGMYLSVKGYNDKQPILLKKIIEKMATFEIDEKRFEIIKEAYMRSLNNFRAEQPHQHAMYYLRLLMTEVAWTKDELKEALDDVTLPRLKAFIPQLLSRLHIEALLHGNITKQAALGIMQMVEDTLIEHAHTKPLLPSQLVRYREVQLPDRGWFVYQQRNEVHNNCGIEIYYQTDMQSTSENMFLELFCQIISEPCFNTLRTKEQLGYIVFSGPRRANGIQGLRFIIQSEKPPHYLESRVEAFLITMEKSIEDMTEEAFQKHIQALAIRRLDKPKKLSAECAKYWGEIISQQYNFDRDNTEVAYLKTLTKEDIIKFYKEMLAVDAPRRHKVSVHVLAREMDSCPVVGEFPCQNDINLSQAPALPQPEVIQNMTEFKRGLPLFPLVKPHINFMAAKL
An asterisk follows results filed as active. The list is partial. The share of hits here may be higher or lower than overall.

IDE act	Molecule
-1	NC1=NC(=O)C(c2ccccc2)(c2ccccc2)S1
0	O=S(=O)(Nc1c(O)ccc2ccccc12)c1ccccc1
2	O=C(CC1C[C@H](C(=O)N2CCCCC2)[C@@]2(CCc3ccccc3)c3[nH]c4ccccc4c3CCN2C1=O)NCc1cccc(C(F)(F)F)c1 (some centres not stated)
0	CC1CCCC(C)N1C(=O)COC(=O)CCC(=O)c1ccc(F)cc1 (configuration not stated)
5	CCN(CC(=O)NCc1cccs1)C(=O)Cc1ccc(Cl)c(Cl)c1
3	COc1ccc(C=C2SC(=S)NC2=O)c(OC)c1OC
0	Cc1ccc2nc(SCC(=O)Nc3cccc(Cl)c3)nc(=O)n2c1
2	O=C(O)CC(CC(=O)O)n1cccc1
0	Nc1ccc(C(=O)N2CCN(S(=O)(=O)c3ccc(Br)cc3)CC2)cc1[N+](=O)[O-]
9	Cc1cccc(-c2nn(-c3ccccc3)cc2C(=O)N(C)CC(=O)Nc2ccc(N3CCOCC3)cc2)c1
14	O=C(c1ccc(N2CCCCC2)c([N+](=O)[O-])c1)N1CCN(S(=O)(=O)c2ccccc2)CC1
0	Cc1ccc(SCC(=O)OC(C)C(=O)N2CCc3ccccc32)cc1 (configuration not stated)
1	CC[C@]12c3[nH]c4ccccc4c3CCN1C(=O)C(CC(=O)NCC13CC4CC(CC(C4)C1)C3)C[C@@H]2C(=O)N1CCN(C(=O)c2ccco2)CC1 (some centres not stated)
0	O=C(NCc1ccccc1F)c1ccc(S(=O)(=O)N2CCCCCC2)cc1
3	O=C(CN1C(=O)C2CC=CCC2C1=O)Nc1nc(-c2ccc(F)cc2)cs1 (configuration not stated)

Further structures:
IDE act	Molecule
-2	Cc1cccnc1NC(=O)CCCNC(=O)c1ccc(Cl)cc1
3	CC(=O)Nc1ccc(S(=O)(=O)NCC2(N3CCOCC3)CCCCC2)cc1
-12	COc1ccc(S(=O)(=O)N2CCN(C(=O)c3ccc(=O)[nH]n3)CC2)cc1OC
3	O=c1cc(-c2ccsc2)oc2ccc(-c3ccc4cc[nH]c4c3)cc12
-15	CC(=NNC(=S)N1CCN(C2CCCCCC2)CC1)c1ccccn1
7	CN(C(=O)COC(=O)CNC(=O)c1ccccc1F)C1CCCCC1
2	CC(C)CC1Nc2ncnc(N3CCN(c4ccccc4)CC3)c2N(Cc2ccccc2)C1=O (configuration not stated)
0	Cc1ccc(S(=O)(=O)N2[C@@H](c3ccc(C(C)C)cc3)C(C(=O)O)=C[C@H]2C(C)(C)C)cc1
3	CC(=O)c1ccc(N(CC(=O)NC2CCS(=O)(=O)C2)S(=O)(=O)c2ccc(C)cc2)cc1 (configuration not stated)
6	O=C1[C@@H](Oc2ccccc2)[C@@H](c2ccccc2)N1c1ccccc1
3	CCN(CC(=O)Nc1c(F)cccc1F)C(=O)c1ccc(=O)n(C)n1
3	CC(C)CCN(C(=O)c1ccccn1)c1c(N)n(Cc2ccccc2)c(=O)[nH]c1=O
8	O=C(OC1CCOC1=O)c1ccc(Cl)c(S(=O)(=O)N2CCOCC2)c1 (configuration not stated)
-4	CN(CC(=O)Nc1cccc(Cl)c1)C1=NS(=O)(=O)c2ccccc21
3	CCC1(c2ccccc2)NC(=O)N(C)C1=O (configuration not stated)

(more compounds)
IDE act	Molecule
1	O=C1CC2(CCN(C(=O)c3ccc(F)cc3)CC2)Oc2ccccc21
4	CN(C)C(=O)CSc1ccc(S(=O)(=O)N2CCCC2)cn1
3	NS(=O)(=O)c1cccc(NC(=O)COC(=O)Cc2n[nH]c(=O)c3ccccc23)c1
-4	Cc1cc(NC(=O)C(C)SCC(=O)OC(C)C(=O)Nc2cccc(C#N)c2)no1 (configuration not stated)
2	CN(CC(=O)Nc1cccc(S(=O)(=O)NC2=NCCC2)c1)Cc1ccccc1Cl
-1	COc1ccc(S(=O)(=O)NC2CC(=O)N(c3ccc(C)c(C)c3)C2)cc1C (configuration not stated)
3	O=C(C[C@H]1C/C=C\CCC(=O)OC[C@H]2CCCN2C1=O)NCCO
3	CCOc1ccccc1CNn1cnnc1
0	COc1ccc(N(Cc2ccccc2)S(=O)(=O)c2cccc(C(=O)NCC3CCCO3)c2)cc1 (configuration not stated)
0	COCCN(C(=O)COC(=O)c1ccco1)c1c(N)n(Cc2ccccc2)c(=O)[nH]c1=O
5	COc1ccc(CC(=O)Nc2ccc(S(=O)(=O)N(C)C3CCN(C)CC3)cc2)cc1
4	CCN(c1ccccc1)S(=O)(=O)c1cccc(C(=O)NCCOc2ccccc2OC)c1
2	CC1CCc2[nH]c3ccc(C(=O)N(C)CC(=O)Nc4ccccc4Cl)cc3c2C1 (configuration not stated)
-1	Cc1ccc2nc(-c3ccccc3)cc(C(=O)N3CC(C)OC(C)C3)c2c1 (configuration not stated)
0	O=C(CSc1ccccc1)NCC1(N2CCCCC2)CCCCC1

Single entries from the results shown.
COc1ccc(S(=O)(=O)NC2CC(=O)N(c3ccc(C)c(C)c3)C2)cc1C (configuration not stated) in IDE act is listed with -1
Cc1ccc2nc(-c3ccccc3)cc(C(=O)N3CC(C)OC(C)C3)c2c1 (configuration not stated) in IDE act is listed with -1
CN(C)C(=O)CSc1ccc(S(=O)(=O)N2CCCC2)cn1 in IDE act is listed with 4

Continuation:
IDE act	Molecule
6	CN(C(=O)c1cccc(NC(=O)Cc2cccc(NC(=O)C3CCCN(C(=O)C4CC4)C3)c2)c1)C1CC1 (configuration not stated)
-1	COc1ccc(N(Cc2ccccc2)C(=O)OC(C)(C)C)c(C(=O)N(C)OC)c1
4	O=C1C2C3C=CC(O3)C2C(=O)N1N=Cc1cccc2ccccc12 (configuration not stated)
2	COc1ccc(O)c(C(=O)c2cnn(C(=O)c3cccc(S(=O)(=O)N(C)C)c3)c2)c1
3	CC(Oc1ccccc1)C(=O)N1CCC2(CC1)CC(=O)c1ccccc1O2 (configuration not stated)
4	COc1ccc(C(C)(C)C)cc1NC(=O)COC(=O)CN1C(=O)NC2(CCCCC2C)C1=O (configuration not stated)
1	COc1ccc(OCC(=O)NC2CCSc3ccccc32)cc1 (configuration not stated)
6	CC(OC(=O)c1ccc(C#N)cc1)C(=O)Nc1ccc(Cl)cn1 (configuration not stated)
1	CCOc1cc(C#N)ccc1OCC(=O)N1CCN(C(=O)c2cccs2)CC1
3	CC(OC(=O)c1ccc2c(c1)OCO2)C(=O)NC1CCCCC1C (configuration not stated)
-3	COc1ccc2sc(-c3ccc(S(C)(=O)=O)cc3)c(C(=O)NCCCN3CCCC3=O)c2c1
2	CC(Cc1ccccc1)=NNc1ccc([N+](=O)[O-])cc1[N+](=O)[O-]
2	COc1ccccc1OCC(=O)Nc1cc(C(F)(F)F)ccc1-n1cncn1
-3	NC(=O)Cc1ccc(C(=O)CSc2nnc(-c3ccncc3)n2C2CC2)s1
-5	Cn1cccc1C(=O)NC(=O)COC(=O)c1ccc(S(C)(=O)=O)cc1

New compounds follow.
IDE act	Molecule
0	CC(OC(=O)Cc1n[nH]c(=O)c2ccccc12)C(=O)Nc1ccc(F)cc1Cl (configuration not stated)
-3	COc1cc2c(c(NC(C)=O)c1)N(C(C)=O)CCC2
4	COCCN(C(=O)COC(=O)Cc1ccc(Cl)cc1Cl)c1c(N)n(Cc2ccccc2)c(=O)[nH]c1=O
-3	O=C(CCN=C1NS(=O)(=O)c2ccccc21)OCc1nnc(-c2ccccc2)o1
2	C=CCn1c(=S)[nH]c2cc(C(=O)NCCc3ccc(S(N)(=O)=O)cc3)ccc2c1=O
1	Cn1ncc(=S)[nH]c1=S
4	CCCCNc1cccc2c1S(=O)(=O)N(CCCC)CC(COCc1ccccc1)O2 (configuration not stated)
2	CC1(C(=O)OCC(=O)NC(=O)c2ccccc2)CC1(Cl)Cl (configuration not stated)
11	Cc1c(NC(=O)c2ccc(S(=O)(=O)N(C)C)cc2)cccc1-n1cnnn1
6	Cc1cc(Cn2nc(C(=O)NCc3cccc(Br)c3)cc2-c2ccccc2)on1
-4	COc1cc(/C=C/C(=O)OCC(=O)NC2CCCCCCC2)ccc1O
-4	COc1ccc(S(=O)(=O)N2CCOCC2)cc1NC(=O)COC(=O)C1CC1C (configuration not stated)
3	Cc1cccc(C)c1NC(=O)CNC(=O)CNC(=O)Cc1cccc2ccccc12
5	C[C@@H]1[C@H](O)C[C@@]23COC(=O)C2=CCC[C@@H]3[C@@]1(C)CC/C(=C/CO)CO
-6	COCCN(C(=O)COC(=O)/C=C/c1nc2ccccc2s1)c1c(N)n(Cc2ccccc2)c(=O)[nH]c1=O

The list continues.
IDE act	Molecule
2	CC(=O)c1cccc(NC(=O)c2ccc(S(=O)(=O)N3CC(C)OC(C)C3)cc2)c1 (configuration not stated)
5	COc1ccccc1-n1nnnc1SCC(=O)N(C)C1CCS(=O)(=O)C1 (configuration not stated)
0	CCOc1ccc(NC(=O)CN(C)C(=O)c2cc([N+](=O)[O-])ccc2N2CCOCC2)cc1OCC
2	CCC1(c2ccccc2)NC(=O)N(CC(=O)Nc2cc(Cl)ccc2N2CCN(C)CC2)C1=O (configuration not stated)
2	COc1cc2ccccc2cc1C(=O)N1CCCCC1
4	CCN(C(=O)COC(=O)C(C)(C)Oc1ccc(Cl)cc1)c1c(N)n(Cc2ccccc2)c(=O)[nH]c1=O
0	O=C(CC(=O)c1cccnc1)c1ccccc1
0	CCCCN(C1CCS(=O)(=O)C1)S(=O)(=O)c1cccs1 (configuration not stated)
-2	COc1cccc(/C=C/C(=O)N(C)CC(=O)Nc2ccc(Cl)c(C(F)(F)F)c2)c1
3	O=C(c1cnccn1)N1CCN(S(=O)(=O)c2cccc(Cl)c2)CC1
23*	O=C1C=C(c2cccc3c2sc2ccccc23)C[C@@H](c2ccc(Cl)cc2)C1
-2	COc1ccc(C(NC(=O)CN2C(=O)NC3(CCc4ccccc43)C2=O)c2ccccc2)cc1 (configuration not stated)
4	CC(=O)CC[N+](C)(C)C
-4	CSc1nc(N)nc2c1ncn2Cc1ccccc1
-5	O=C1C=C(c2cc(C(F)(F)F)cc(C(F)(F)F)c2)C[C@@H](c2ccc(Cl)cc2)C1

IDE act, hit marks shown above
IDE act	Molecule
23*	O=C1C=C(c2cccc3c2sc2ccccc23)C[C@@H](c2ccc(Cl)cc2)C1

Continuation.
IDE act	Molecule
2	Cc1cc(C)cc(OCC(=O)Nc2cccc(S(=O)(=O)NC3=NCCC3)c2)c1
2	C[C@H](NS(=O)(=O)c1c(Cl)cccc1Cl)C(=O)NNC(=O)COc1ccccc1F
1	COc1cccc(/C=N/NC(=O)c2ccc(-n3cnnn3)cc2)c1
-2	COc1cccc(C=NNC(=S)NN=Cc2cccc(OC)c2OC)c1OC
3	O=C(CN1C(=O)NC2(CCCC2)C1=O)OCCOc1ccc(Cl)cc1
1	COc1cc(/C=C(\C#N)C(=O)NCC2CCCO2)ccc1OC(=O)c1ccco1 (configuration not stated)
2	O=C(COC(=O)c1cc(=O)c2ccccc2o1)Nc1c(F)c(F)c(F)c(F)c1F
4	CCN(CC(=O)NCc1ccc(Cl)cc1)C(=O)c1c(C)noc1C
11	COCCN(C(=O)CSc1nn(-c2ccc(F)cc2)c(=S)s1)c1c(N)n(CC(C)C)c(=O)[nH]c1=O
-2	COc1ccc(OC(=O)N2C/C(=C/c3ccccc3)C(=O)/C(=C\c3ccccc3)C2)cc1
-2	COC(=O)CCC1(C(N)=O)CCC(=O)c2ccccc21 (configuration not stated)
6	CC(O)(c1cccs1)C(C(=O)O)c1ccccc1 (configuration not stated)
3	O=C(CCNC(=O)c1ccc([N+](=O)[O-])cc1)NCC1COc2ccccc2O1 (configuration not stated)
8	Cc1cccc(C2c3c(n(C)c(=O)n(C)c3=O)N=C3c4ccccc4C(=O)C32)c1 (configuration not stated)
-6	COc1ccc(SC[C@H](C)CN2CC[C@H](C)CCC2=O)cc1

Some of these compounds in order of SMILES length, rising:
IDE act	Molecule
4	CC(=O)CC[N+](C)(C)C
-4	CSc1nc(N)nc2c1ncn2Cc1ccccc1
6	CC(O)(c1cccs1)C(C(=O)O)c1ccccc1 (configuration not stated)
-2	COC(=O)CCC1(C(N)=O)CCC(=O)c2ccccc21 (configuration not stated)
0	CCCCN(C1CCS(=O)(=O)C1)S(=O)(=O)c1cccs1 (configuration not stated)
1	COc1cccc(/C=N/NC(=O)c2ccc(-n3cnnn3)cc2)c1
3	O=C(CN1C(=O)NC2(CCCC2)C1=O)OCCOc1ccc(Cl)cc1
3	O=C(c1cnccn1)N1CCN(S(=O)(=O)c2cccc(Cl)c2)CC1
1	COc1cc(/C=C(\C#N)C(=O)NCC2CCCO2)ccc1OC(=O)c1ccco1 (configuration not stated)
2	Cc1cc(C)cc(OCC(=O)Nc2cccc(S(=O)(=O)NC3=NCCC3)c2)c1
23*	O=C1C=C(c2cccc3c2sc2ccccc23)C[C@@H](c2ccc(Cl)cc2)C1
2	O=C(COC(=O)c1cc(=O)c2ccccc2o1)Nc1c(F)c(F)c(F)c(F)c1F
-2	COc1cccc(/C=C/C(=O)N(C)CC(=O)Nc2ccc(Cl)c(C(F)(F)F)c2)c1
-2	COc1ccc(C(NC(=O)CN2C(=O)NC3(CCc4ccccc43)C2=O)c2ccccc2)cc1 (configuration not stated)
-2	COc1ccc(OC(=O)N2C/C(=C/c3ccccc3)C(=O)/C(=C\c3ccccc3)C2)cc1
-5	O=C1C=C(c2cc(C(F)(F)F)cc(C(F)(F)F)c2)C[C@@H](c2ccc(Cl)cc2)C1
11	COCCN(C(=O)CSc1nn(-c2ccc(F)cc2)c(=S)s1)c1c(N)n(CC(C)C)c(=O)[nH]c1=O

Further entries follow:
IDE act	Molecule
0	CC1CCCC(=NNC(=O)C2COc3ccccc3O2)C1 (configuration not stated)
6	CC(Nc1cccc(C(=O)NC2CC2)c1)c1nnc(-c2ccccc2)o1 (configuration not stated)
-1	Cc1cnc(C(=O)NCC(=O)Nc2ccccc2Br)cn1
5	CC(=O)Nc1ccc(C)cc1
7	CN(C)CCCNC(=O)C[C@H]1C[C@H](C(=O)N2CCCCC2)[C@@]2(CCc3ccccc3)c3[nH]c4ccc(Cl)cc4c3CCN2C1=O
0	CCN1C(=O)[C@H]2[C@@H](c3ccc(-c4ccc(Cl)c(Cl)c4)c(OC)c3)N[C@@](Cc3ccccc3)(C(=O)OC)[C@H]2C1=O
1	CC1Nc2ncnc(N3CCN(c4ccccc4)CC3)c2N(Cc2ccc(Br)cc2)C1=O (configuration not stated)
2	CC(=O)NCCC(=O)Nc1ncc(S(=O)(=O)c2ccc([N+](=O)[O-])cc2)s1
1	NS(=O)(=O)c1ccc(CNC(=O)c2ccc3c(c2)OCO3)cc1
2	CN(CC(=O)NCCCn1ccnc1)S(=O)(=O)c1ccc(Cl)cc1
2	C=CCOc1c(Cl)cc(Cl)cc1S(=O)(=O)NCCO
